PREPL inh: human PREPL enzyme inhibition. actives 0.68% (n = 320,000). inhibition, % at 5.96 µM. recombinant PREPL, fluorescence polarization activity-based probe. Q4J6C6; in the data active means inhibition above about 43%;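 further: 0% = enzyme with DMSO and 100% = wells lacking enzyme; many of its hits are not listed in these tables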
PP1 inh: blocks human PP1-alpha phosphatase, a PP5 counter-screen | P62136 | purified PP1alpha, OMFP fluorescence | inhibition, % at 6.7 µM | actives 0.9% (n = 320,000) | AID 2235;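 active means inhibition above the mean inhibition of all tested compounds plus 3 SD, computed separately for each screening campaign, cut at about 15% in these data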
core dimer inh: blocks dimerization of HCV core protein; TR-FRET GST/Flag-core106 dimerization, 1536-well; inhibition, % at 5 µM; actives 0.33% (n = 300,000); AID 1899;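 active means inhibition above the mean of all tested compounds plus 3 SD, set per screening campaign, cut at about 45% in these data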
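assay system = GST-tagged and Flag-tagged HCV core protein residues 1-106 | controls = unlabelled core106 and no-GST-core106 wells | incubation = compound-protein-antibody incubation 4 h at 22.5 °C | probe or stimulus = Eu donor and XL665 acceptor anti-tag antibodies | read-out = % inhibition based on acceptor/donor emission ratio | signal = TR-FRET 671 and 617 nm emission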
Fh CTSL1 inh: cathepsin L1 inhibition, PFM18AAP counter-screen. recombinant F. hepatica cathepsin L1, Z-Leu-Arg-MCA fluorescence. inhibition, % at 5.96 µM. actives 0.49% (n = 300,000);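 active means inhibition above the mean of all tested compounds plus 3 SD, set per screening campaign, cut at about 17% in these data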;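 further: 0% = plate median of test compound wells and 100% = 1 µM Z-Phe-Ala-diazomethylketone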
JMJD2C inh: blocks human GASC-1 demethylase activity; Q9H3R0; GST-JMJD2C(1-420) H3K9me3 demethylation, DELFIA europium; inhibition, % at 2.35 µM; actives 0.069% (n = 330,000); AID 2099;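 active means more than half of a compound's replicate wells show inhibition beyond 50%, single wells judged on their own value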;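 further: signal counts dimethyl H3K9 product captured on neutravidin plate; 0% = median of DMSO wells and 100% = 0.3 times that DMSO median; strong numbers were not always called active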
Target sequence (Q9H3R0 1-420 limits assumed): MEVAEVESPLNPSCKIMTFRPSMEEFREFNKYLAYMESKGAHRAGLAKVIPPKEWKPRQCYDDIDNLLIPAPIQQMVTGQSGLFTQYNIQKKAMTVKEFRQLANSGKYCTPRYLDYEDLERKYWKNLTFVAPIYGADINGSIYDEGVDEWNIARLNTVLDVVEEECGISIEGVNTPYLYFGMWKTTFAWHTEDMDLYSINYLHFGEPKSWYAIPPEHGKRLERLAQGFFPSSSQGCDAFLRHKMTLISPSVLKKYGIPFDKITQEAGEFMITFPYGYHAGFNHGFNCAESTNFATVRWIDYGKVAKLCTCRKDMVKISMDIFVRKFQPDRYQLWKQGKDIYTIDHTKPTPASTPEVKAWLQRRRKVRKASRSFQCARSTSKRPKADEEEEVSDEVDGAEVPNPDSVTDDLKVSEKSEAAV
PP5 inh: blocks human protein phosphatase 5 activity | P53041 | purified PP5c, OMFP substrate fluorescence | inhibition, % at 6.7 µM | actives 0.18% (n = 320,000) | AID 1987;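 active means inhibition above the campaign's mean inhibition across all tested compounds plus 3 SD, cut at about 9.5% in these data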;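 further: 0% = DMSO only and 100% = 100 µM cantharidin control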
Target sequence (P53041 whole entry, looked up): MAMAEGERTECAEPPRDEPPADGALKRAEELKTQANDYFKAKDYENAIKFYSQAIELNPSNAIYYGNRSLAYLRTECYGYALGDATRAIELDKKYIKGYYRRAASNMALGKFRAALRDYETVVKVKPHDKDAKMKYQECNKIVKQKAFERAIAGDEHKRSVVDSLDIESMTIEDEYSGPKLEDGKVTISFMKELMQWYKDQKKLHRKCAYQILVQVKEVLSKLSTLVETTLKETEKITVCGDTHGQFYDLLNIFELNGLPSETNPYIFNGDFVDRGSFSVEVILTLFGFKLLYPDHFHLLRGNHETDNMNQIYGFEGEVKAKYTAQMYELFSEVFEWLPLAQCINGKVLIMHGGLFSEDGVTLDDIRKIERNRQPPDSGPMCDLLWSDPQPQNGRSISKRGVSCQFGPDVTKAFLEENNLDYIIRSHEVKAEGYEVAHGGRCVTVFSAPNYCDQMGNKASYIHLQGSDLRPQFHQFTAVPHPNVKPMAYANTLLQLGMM
Efflux pump mplx: blocks antifungal efflux pumps in multiplex yeast assay; inhibition, % at 10 µM; S. cerevisiae Candida pump triplex, Nile Red efflux; actives 0.44% (n = 330,000);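 active means plate passing quality check with inhibition over a set limit, or well fluorescence over plate mean plus 4 SD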;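 further: Nile Red retained in pooled yeast measured as flow cytometry median fluorescence; 0% = buffer negative control and 100% = Enniatin B positive control; higher means more Nile Red kept so more efflux inhibition; some compounds called inactive have numbers as strong as hits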
LYPLA2 counter: LYPLA2 (human) inhibition in PME1 counter-screen; O95372; recombinant LYPLA2, FP-Rh probe fluorescence polarization; inhibition, % at 5.9 µM; actives 0.38% (n = 320,000); AID 2177;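 active means inhibition above the screen-wide mean plus 3 SD, limit set per campaign, cut at about 26% in these data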;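 further: 0% = LYPLA2 with DMSO and 100% = wells lacking LYPLA2 enzyme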
TPT1 inh: blocks Candida albicans tRNA 2'-phosphotransferase; inhibition, % at 5 µM; recombinant caTPT1, FP RNA substrate dephosphorylation; actives 0.81% (n = 300,000); AID 1962;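 active means inhibition above the mean of all tested compounds plus 3 SD, set per screening campaign, cut at about 24% in these data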;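 further: plate controls were DMSO alone for no effect and ferristatin control at 100 nM for full effect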
Starred values were filed as active, the others as inactive; · = not tested or not shown. The list is partial, so the mix of outcomes need not match the whole.

SMILES,PREPL inh,PP1 inh,core dimer inh,Fh CTSL1 inh,JMJD2C inh,PP5 inh,Efflux pump mplx,LYPLA2 counter,TPT1 inh
CCn1c(COc2ccccc2OC)nc2ccccc21,-9,-2,8,-3,20,-0.9,0.0,6,0
COc1ccc(OCCCC(=O)Nc2cccc(S(=O)(=O)N3CCCCCC3)c2)cc1,7,-2,·,·,0,3.8,0.1,-11,·
O=C(CCCc1ccccc1)NCCS(=O)(=O)N1CCN(c2ccccc2F)CC1,-16,-4,0,0,-5,0.2,-0.1,8,-2
CCCn1nnnc1NC(=O)c1ccc2ccccc2c1,-5,1,-7,-4,9,-1.4,0.1,4,-2
COc1cc2c(cc1OC)C1=C(C#N)CN(CC(=O)O)CN1CC2,-13,3,5,0,9,2.8,-0.1,-1,1
CC(=O)Nc1ccc(S(=O)(=O)NCCc2ccccn2)cc1,8,-1,1,-4,6,3.3,-0.1,-2,0
Cc1ccccc1-c1nc(CN2CCCC(C(=O)NCc3cccnc3)C2)c(C)o1 (stereo not given),-2,-5,2,-2,0,1.1,0.0,0,-2
O=C(CCN1C(=O)/C(=C/c2ccc(Cl)cc2)SC1=S)Nc1cccc(C(=O)O)c1,4,-1,20,8,-1,-0.6,-0.1,7,-1
CCN(CC)C(=O)Cn1cc(C(=O)C(=O)NCCc2c[nH]c3ccccc23)c2ccccc21,-3,-2,-3,1,32,-0.5,0.1,-1,2
Cc1ccc(C(=O)Sc2cccccc2=O)cc1,0,1,11,-4,-20,3.7,0.0,8,5
COc1cc(CNC(=O)c2ccc3oc(C(C)C)nc3c2)cc(OC)c1,4,-2,-2,-6,-12,1.9,0.1,12,3
Nc1nc(SCc2nc3scc(-c4ccccc4)c3c(=O)[nH]2)n[nH]1,-5,2,2,-2,3,2.4,-0.3,-4,5
O=[N+]([O-])c1ccc(NCCCO)c(C(F)(F)F)c1,-3,-8,-8,0,0,0.2,0.1,-7,-5
CC(=O)c1ncnn1CC(=O)c1ccc(Cl)cc1Cl,-9,3,5,6,3,1.5,0.0,6,-1
CC(C)n1cc(C(=O)c2cc(Br)ccc2O)cc(C#N)c1=O,3,-2,2,2,1,-1.1,0.1,7,0
CCOC(=O)c1c(NC(C)=O)sc(C(=O)NC2CCCC2)c1C,6,-3,4,5,-23,-0.6,0.1,0,-2
COC(CNC(=O)CC1C(=O)N(Cc2ccccc2)C(C)c2nc3ccccc3n21)OC (stereo not given),-4,-2,-1,-3,3,1.0,-0.1,-1,-5
Cc1ccc(C(=O)NC(C)CCc2ccccc2)cc1[N+](=O)[O-] (stereo not given),5,2,-6,-4,-1,0.5,0.0,3,1
CCOC(=O)c1c(-c2ccccc2)oc2cc(CN(C)C)c(O)c(CN(C)C)c12,9,2,-5,2,-16,-0.8,0.3,-1,-11
COc1ccc(CCNc2nc(C)cc(C)n2)cc1OC,-11,0,-2,-4,0,0.7,0.1,1,1
Cc1ccc(C(c2nnnn2CS(=O)(=O)c2ccc(C)cc2)N2CCCC2)cc1 (stereo not given),-2,2,1,-2,7,-0.5,-0.1,0,-2
CCn1ccnc1CN1CCC(CO)(CCOc2ccccc2)CC1,-1,-1,0,-2,5,-0.9,-0.1,2,-3
CC(=O)OCC(=O)Nc1ccccc1C,-11,-6,0,-2,-4,-1.8,0.0,4,-1
N#Cc1cnn(-c2ccccc2)c1NC(=O)CN1CCOCC1,4,0,-5,-8,0,0.3,-0.1,0,-1
CC(=O)c1c(NCCc2ccccc2)cc(C)oc1=O,6,-3,-4,-3,12,0.9,0.0,-4,2
O=S(=O)(c1cccc2nsnc12)N1CCCC1,-4,-1,-3,-1,15,2.7,0.1,-6,2
CCC(C)(C)n1nnnc1C(c1ccc(C)cc1)N1CCN(Cc2ccc3c(c2)OCO3)CC1 (stereo not given),-16,-3,9,-5,8,2.9,0.2,-4,1
O=C(NC1CCCCC1)/C(=N\O)c1ccccn1,10,3,-3,1,0,0.7,0.1,0,0
CC(CNCc1ccc2c(c1)OCO2)NCc1ccc2c(c1)OCO2 (stereo not given),4,-1,-4,1,5,0.3,-0.1,10,-2
COC(C(=O)Nc1ccnn1C1CCN(Cc2cnn(C(C)C)c2)CC1)c1ccccc1 (stereo not given),-4,0,5,0,2,1.9,0.0,5,-4
Cn1c(SCC(=O)NC2CCCCC2)nnc1-c1ccccc1O,6,-3,-2,-3,-8,2.1,-0.1,4,1
CCN(CC)S(=O)(=O)c1cccc(NC(=S)NC(=O)/C=C/c2ccc(S(=O)(=O)N3CCOCC3)cc2)c1,-1,3,17,-2,0,2.5,0.1,-9,-3
COc1ccc(-n2c(SCC(=O)N3CCCC3)nc3ccccc3c2=O)cc1,-1,0,1,0,-1,-0.5,-0.2,1,2
Cc1c(O)ccc(-c2n[nH]c(C(=O)O)c2-c2nc3ccccc3s2)c1O,-5,5,-4,0,1,4.5,0.2,0,2
CC(=O)Cc1nsc(NC(=O)c2ccc(-c3ccc(Cl)cc3Cl)o2)n1,0,-4,4,-2,5,-3.4,-0.1,-3,-6
Cc1nn(C)cc1C(=O)NNC(=S)Nc1ccccc1,-8,-6,-2,-1,6,-0.7,-0.1,-1,-2
Cc1cc(C)cc(OCC(=O)Nc2nc(-c3cccnc3)cs2)c1,-2,1,3,-1,-2,2.6,-0.1,-4,0
S=C(Nc1ccc(Cl)cc1)N1CCOCC1,0,-1,-4,2,18,1.4,0.0,5,-3
O=C(COc1ccc(Br)cc1)N1CCN(c2ccc([N+](=O)[O-])c(N3CCCCC3)c2)CC1,31,11,16,3,1,2.3,0.2,7,4
Cc1nn(C)c(C)c1-c1c(C#N)c(N)nc2c1CCCCCC2,4,-3,-5,3,10,0.0,-0.1,-4,0

3 entries from above, arranged by SMILES length, smallest number first.
SMILES,PREPL inh,PP1 inh,core dimer inh,Fh CTSL1 inh,JMJD2C inh,PP5 inh,Efflux pump mplx,LYPLA2 counter,TPT1 inh
Cc1nn(C)cc1C(=O)NNC(=S)Nc1ccccc1,-8,-6,-2,-1,6,-0.7,-0.1,-1,-2
Cc1cc(C)cc(OCC(=O)Nc2nc(-c3cccnc3)cs2)c1,-2,1,3,-1,-2,2.6,-0.1,-4,0
O=C(COc1ccc(Br)cc1)N1CCN(c2ccc([N+](=O)[O-])c(N3CCCCC3)c2)CC1,31,11,16,3,1,2.3,0.2,7,4

(continued)
SMILES,PREPL inh,PP1 inh,core dimer inh,Fh CTSL1 inh,JMJD2C inh,PP5 inh,Efflux pump mplx,LYPLA2 counter,TPT1 inh
O=C(N/N=C/c1cc2c(cc1[N+](=O)[O-])OCO2)c1ccccn1,6,-6,-3,0,179,0.8,0.0,1,-1
O=C(Nc1nnc(CCN2CCCCC2)s1)c1ccccc1Cl,11,3,-2,-2,40,1.0,-0.1,12,-3
Cc1ccccc1NC(=O)CCN1CCCCCC1,7,-2,-5,-1,2,2.2,-0.1,8,-5
Cn1c(CNC(=O)c2ccccc2F)nnc1SCC(=O)NCc1ccccc1,13,-2,-6,3,4,-3.3,-0.2,1,0
Cc1nnc(SCc2ccc(CSc3nnc(C)c(=O)[nH]3)cc2)[nH]c1=O,1,-6,4,-2,-9,0.4,0.0,-3,-1
O=C(c1cccc(S(=O)(=O)NCc2ccccc2)c1)N1CCCC(C(F)(F)F)C1 (stereo not given),19,-2,2,2,-7,4.6,-0.2,6,-4
C=CCOC(=O)C1=C(C)NC(C)=C(C(=O)OCC=C)C1c1ccc(C)o1,-6,0,-6,-3,3,4.5,-0.2,3,-7
CCOC(=O)/C(C(N)=NCCCO)=C(/O)c1ccccc1,11,-3,-3,-4,0,2.1,-0.1,-3,-1
Cc1cccc(NC(=S)NC2CCCC2)c1C,-10,-7,4,-4,-34,0.9,0.0,1,-3
Cc1ccc(-c2nn(-c3ccccc3)cc2/C=N/n2c(-c3ccncc3)n[nH]c2=S)cc1,-4,-6,17,1,16,-1.6,0.0,-6,-4
CCCCNC(=O)N(C)c1nc2ccccc2s1,-4,3,-5,-1,-2,0.8,0.1,5,0
CC(C)(C)c1cc(C(F)(F)F)n2ncc(-c3ccccc3)c2n1,0,-12,0,-6,6,-0.1,0.2,-6,1
CC(C(=O)Nc1ccncc1)(c1ccccc1)c1ccccc1,-1,-2,-4,0,5,-0.6,0.0,-2,0
COc1cccc(NC(=O)CNS(=O)(=O)c2ccc3nc(C)sc3c2)c1,3,0,-1,5,-1,0.2,-0.4,-3,-6
CCCC(c1nnnn1CC(=O)OCC)N(Cc1cc2c(C)cc(C)cc2[nH]c1=O)C1CCCC1 (stereo not given),9,-6,7,3,-17,2.0,0.4,-1,-1
O=S(=O)(c1cccs1)N1CCC(CO)(Cc2ccc(Cl)cc2)CC1,-1,-2,0,0,-18,4.4,0.0,1,1
Cc1cc(OCC(=O)Nc2cnn(CCCC(=O)O)c2)ccc1[N+](=O)[O-],-1,1,-2,-2,-16,2.8,0.0,6,-4
CC(=O)N/C(=N/c1nc(C)cc(C)n1)Nc1cc(C)cc(C)c1,6,-10,-15,7,5,-0.3,-0.5,2,-4
CCC(=O)N1c2ccc(S(=O)(=O)N3CCN(c4cc(C)ccc4C)CC3)cc2CC1C (stereo not given),0,-2,13,0,-7,1.8,-0.1,7,5
CC(C)CN(C(=O)COC(=O)c1ccccn1)c1c(N)n(Cc2ccccc2)c(=O)[nH]c1=O,9,-3,-4,2,18,-0.3,0.0,3,0
COc1cc(C)c(S(=O)(=O)N2CCCC2)cc1C,13,1,1,1,-1,0.1,0.2,-7,-2
CN(CCOc1ccc(-c2ccn(S(=O)(=O)c3c(Cl)cccc3Cl)n2)cc1)c1ccccn1,5,6,-7,-4,-2,3.3,0.2,2,1
COc1nsnc1N1CCOCC1,7,-2,4,2,7,-1.7,-0.1,6,-1

Screening results from PubChem.
